KDM4E inh: blocks human JMJD2E demethylase activity; JMJD2E catalytic domain, FDH-coupled NADH fluorescence (FDH is formaldehyde dehydrogenase); Potency, µM (top dose mostly 57.1 µM), for inactives: at the highest dose activity change, negative = inhibition, actives largely listed as inhibitors; 230,000 tested, 1.6% active; active = well fitted inhibition curve with a large enough effect, not every such curve was filed as active; inconclusive = small, poorly fitted or top-dose-only effect, or another doubt; inactive = no such curve, though single readings can be large or run the other way;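 note: 0% = wells with enzyme and -100% = buffer wells without enzyme; nearly all actives have a fitted effect of over 50% in size; many of its hits are not listed in these tables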
Tau ThT inhib: tau fibrillization inhibition (ThT binding). recombinant tau K18 P301L (four-repeat tau fragment), heparin-induced fibrillization, ThT fluorescence. Potency, µM (titrated, usually from 57.4 µM), inactives show at the top dose activity, negative = inhibition, hits mostly inhibitors. 270,000 tested, 2.1% active; note: nearly all actives have a fitted effect of over 55% in size
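K18 P301L tau (15 uM + 0.24 uM Alexa 594-tagged), heparin 20 uM, NaOAc pH 7, 6 h 37 C; ThT 30 uM, 1 h RT, ex 450/em 510 nm.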
Tau FP inhib: tau fibrillization inhibition (FP) | K18 P301L tau heparin fibrillization, Alexa594 FP, 6 h | AID 1468 | P10636 | 280,000 tested, 0.39% active | Potency, µM (highest dose often 57.7 µM), for the others: top-dose activity, negative = inhibition, usual class: inhibitors; note: nearly all actives have a fitted effect of over 55% in size
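Human tau K18 […] P301L fragment, 15 uM unlabeled plus 0.24 uM Alexa 594-labeled tau (final), with compound and 20 uM heparin in 100 mM sodium acetate pH 7; 6 hr at 37 C, then Alexa 594 FP read.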
TRb-SRC2 inh: disrupts binding of human TR beta to SRC2; 280,000 tested, 0.065% active; TRbeta-SRC2 peptide binding, fluorescence polarization; receptor liganded with 1 µM T3; P10828; Potency, µM (highest dose often 106 µM), for the others: at the top dose activity change, negative = inhibition, actives largely listed as inhibitors;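 note: plate controls were bound peptide for no effect and peptide without receptor for full effect; nearly all actives have a fitted effect of over 50% in size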
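TRb LBD 0.6 uM + Texas Red SRC2 peptide 20 nM, 1 uM T3, Tris buffer w/ 5% DMSO; compound pinned, 5 h RT; FP read ex 555/em 632; normalized to unbound and bound controls.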
TR SRC2 fluor cs: alters Texas Red total fluorescence, flagging assay interference | TRb/SRC2 Texas Red total fluorescence interference | Potency, µM (series often up to 106 µM), inactives show at the highest dose fluorescence change, negative = quenching | 280,000 tested, 0.29% active; active = well fitted curve in either direction with a large enough effect; inconclusive = small, poorly fitted or top-dose-only effect
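Human TRb ligand-binding domain at 0.6 uM with 20 nM Texas Red SRC2 peptide in Tris buffer containing 1 uM T3 and 5% DMSO, incubated with compound 5 h at ambient temperature. Total fluorescence (555/632 nm) calculated as parallel + 2 × perpendicular.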
L3MBTL1 block: inhibitors of human L3MBTL1; Q9Y468; AlphaScreen L3MBTL1–H3K9me1 peptide binding; Potency, µM (doses to about 57.1 µM), for inactives: top-dose activity, negative = inhibition, hits mostly inhibitors; 230,000 tested, 0.66% active; AID 485360; note: nearly all actives have a fitted effect of over 60% in size
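Read-out is AlphaScreen signal from streptavidin donor and nickel chelate acceptor beads (10 ug/mL final each) bridging L3MBTL1 (50 nM) and biotinylated K9-monomethylated H3(1-15) peptide (75 nM), after 30 min compound exposure at room temperature.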
GoLoco inh red: blocks human Gai1 binding to RGS12 GoLoco peptide, red readout; P63096; 230,000 tested, 0.44% active; Gai1:RGS12 GoLoco peptide FP, rhodamine, 10 min; AID 880; Potency, µM (series often up to 61.6 µM), for the others: top-dose activity, negative = inhibition, hits mostly inhibitors; active = well fitted inhibition curve with a large enough effect, not every such curve was filed as active; inactive = no such curve, though single readings can be large or run the other way; note: nearly all actives have a fitted effect of over 30% in size; many of its hits are not listed in these tables
RECQ1 inh: blocks DNA unwinding by human RECQ1; AID 2549; 240,000 tested, 0.54% active; Potency, µM (highest dose often 57.3 µM), for inactives: at the top dose activity, negative = inhibition, hits mostly inhibitors; RECQ1 DNA unwinding, red fluorescence kinetic read; P46063;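 note: plate controls were vehicle for no effect and no enzyme for full effect; nearly all actives have a fitted effect of over 30% in size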
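RECQ1T1 50 nM; forked duplex (20 bp + 30-nt ss tails) 200 nM, ATP 2 mM final; pH 8.0, 2 mM MgCl2, 2.5 ug/ml poly(dI-dC); 15 min compound preincubation; discontinuous kinetic read over 2 h at RT.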
The depositor's hits bear a star; i = inactive; u = inconclusive; x = not tested or not shown; & = joins results of further samples; [ ] = another dose, or the depositor's remark. Unless noted, calls come from the whole dose curve; as a rule, active = well fitted curve in the direction sought with a large enough effect; inconclusive = small, poorly fitted or top-dose-only effect, or another doubt; inactive = no such curve, though single readings can be large; an effect the other way counts as inactive or inconclusive. Unless noted, % is set by controls: 0 for no effect and ±100 for the full control effect; potency is the fitted concentration of half-maximal effect.

SMILES	KDM4E inh	Tau ThT inhib	Tau FP inhib	TRb-SRC2 inh	TR SRC2 fluor cs	L3MBTL1 block	GoLoco inh red	RECQ1 inh
COc1ccc(-c2noc(CN(C)Cc3ccc(C)o3)n2)cc1	-4.9%	-16.5%	5.2%	-3.3%	-1.9%	0.5%	-5.5%	-4.0%
Cc1cc(NC(=O)c2ccc(N3CCCC3)c([N+](=O)[O-])c2)no1	-9.1%	u	11.5%	-2.1%	-3.8%	-7.9%	6.2%	-14.0%
CCC(C)Nc1nc2c(c(=O)n(C)c(=O)n2C)n1Cc1ccc(Cl)cc1 (stereo unspecified)	10.2%	-0.9%	7.8%	6.0%	-0.4%	x	-3.5%	i
Cn1c(=O)n(C)c2cc(NS(=O)(=O)c3ccc(Cl)cc3)c(NCc3ccccc3)cc21	x	u	-9.6%	-9.0%	-3.7%	x	x	x
CC(C)n1c(CN2CCN(Cc3ccccc3)CC2)nc2ccccc21	-2.6%	-12.9%	1.6%	0.3%	-2.2%	-10.0%	1.3%	-1.6%
Cc1cccc(NC(=O)C2CCCN(S(=O)(=O)c3cccc4nsnc34)C2)n1 (stereo unspecified)	5.2%	-19.0%	-8.1%	0.0%	0.5%	x	3.0%	5.6%
CC(=O)COc1ccc(-c2csnn2)cc1	1.8%	-16.5%	0.9%	-2.7%	0.7%	6.2%	6.3%	-0.2%
COc1ccc(C(C)=O)cc1Cn1cnc2c(cnn2C)c1=O	4.1%	-5.1%	-2.4%	-2.5%	-3.8%	-5.1%	14.6%	-6.6%
O=C(Cn1c(=O)sc2ccccc21)Nc1ccc(O)cc1	0.1%	-7.1%	-7.6%	-8.6%	2.2%	x	6.4%	-12.2%
CC(C)CSc1oc(-c2ccco2)nc1S(=O)(=O)c1ccccc1	-29.3%	-17.8%	0.0%	8.3%	2.4%	-5.0%	18.1%	-10.0%
Cn1c(=O)c2cc(S(=O)(=O)NC(C(=O)Nc3cccnc3)c3ccccc3)ccc2n(C)c1=O (stereo unspecified)	-5.9%	-14.5%	-1.2%	-1.0%	-0.4%	x	8.7%	u
CC(=O)N(C)c1ccc(OCC(O)COc2ccc(N(C)C(C)=O)cc2)cc1	1.1%	-0.3%	-1.8%	-9.9%	-0.8%	-2.0%[11.4 µM]	5.9%	-1.6%
CCN1CCN(S(=O)(=O)c2cccs2)CC1	9.7%	-6.1%	-7.5%	-3.9%	1.5%	x	16.5%	-1.5%
CCOc1ccccc1OCC(=O)Nc1nnc(C)s1	4.4%	-11.5%	-7.6%	-8.3%	-1.6%	1.9%	2.6%	-0.9%
O=C1CC(c2ccccc2)=NN1c1ccc([N+](=O)[O-])cc1	1.5%	11.2µM*	3.4%	8.1%	-1.0%	u	19.2%	i
COc1ccc(OC)c(C(O)CNC(=O)CN)c1 (stereo unspecified)	-1.1%	-1.9%	4.8%	-0.1%	-1.7%	5.9%	-13.1%	-5.8%
CC(=O)Nc1ccc2nc(-c3cc(C)ccc3C)[nH]c2c1	x	-4.5%	4.6%	-20.4%[53 µM]	u	x	x	x
Cn1cc(/C=C2/SC(=O)N(CC(=O)Nc3ccc4c(c3)OCO4)C2=O)c2ccccc21	8.4%	-9.2%	2.6%	8.8%	-5.3%	2.3%	11.1%	-2.4%
COc1ccccc1OCC(=O)Sc1ccc(C)cc1	-9.7%	u	5.3%	1.0%	-4.6%	-4.2%	0.9%	-2.2%
O=c1oc2ccccc2cc1-c1cn2ccccc2n1	0.9%	u	0.6%	-7.0%	-1.4%	0.9%	1.8%	-0.9%
Cc1cc(C)cc(NC(=S)NCc2ccc3[nH]c4c(c3c2)CCCC4)c1	0.4%	u	u	-2.2%	-6.5%	-29.5%	4.0%	-8.4%
CCCc1cc(-c2nc(-c3ccc(Br)cc3)cs2)ccn1	u	u	2.2%	6.7%	0.0%	52.1%[activator]	6.3%	u
CC(C)(C)NC(=O)NC(=O)Cn1ccsc1=N	-0.5%	-0.9%	4.6%	5.5%	-6.3%	10.2%	-20.9%	-4.2%
COc1cc(C2c3c(oc4ccc(C)cc4c3=O)C(=O)N2Cc2ccc(F)cc2)ccc1O (stereo unspecified)	x	-3.0%	u	8.7%	-12.1%	x	x	x
CCOC(=O)N1CCC(NC(=O)C2CCN(S(=O)(=O)c3cccs3)CC2)CC1	1.2%	-5.9%	1.9%	6.4%	-0.7%	-1.8%	5.8%	-0.1%
CN(c1cccc(NC(=O)CCSc2ccccc2)c1)S(C)(=O)=O	2.0%	0.1%	-9.0%	2.4%	-0.3%	-5.0%	12.8%	i
O=C1CCc2cc(S(=O)(=O)N3CCN(c4cccc(C(F)(F)F)c4)CC3)ccc2N1	3.2%	-2.1%	-9.4%	-2.3%	1.1%	-1.9%	-3.7%	-7.6%
CCc1ccc(N2C(=O)CC(c3ccc(F)cc3)C3=C2COC3=O)cc1 (stereo unspecified)	-1.7%	0.7%	3.1%	-2.9%	-1.2%	8.6%	-2.0%	-8.6%
Cc1ccc2c(c1)sc(=NC(=O)c1cccs1)n2C	u	-11.0%	-3.5%	-4.1%	-1.5%	x	10.1%	-7.6%
COC(=O)C1=C(C)N(Cc2ccccc2)C2=C(C(C)=O)C[C@@](O)(C(=O)OC)C(=O)N2C1c1ccccc1 (stereo partly specified)	x	-1.0%&-6.8%[11.5 µM]	-9.3%&-1.5%[11.6 µM]	2.4%&-2.6%[11.2 µM]	u	x	x	i[11.5 µM]

Filtered by structure, the entries above with a halogen.
SMILES	KDM4E inh	Tau ThT inhib	Tau FP inhib	TRb-SRC2 inh	TR SRC2 fluor cs	L3MBTL1 block	GoLoco inh red	RECQ1 inh
CCC(C)Nc1nc2c(c(=O)n(C)c(=O)n2C)n1Cc1ccc(Cl)cc1 (stereo unspecified)	10.2%	-0.9%	7.8%	6.0%	-0.4%	x	-3.5%	i
Cn1c(=O)n(C)c2cc(NS(=O)(=O)c3ccc(Cl)cc3)c(NCc3ccccc3)cc21	x	u	-9.6%	-9.0%	-3.7%	x	x	x
CCCc1cc(-c2nc(-c3ccc(Br)cc3)cs2)ccn1	u	u	2.2%	6.7%	0.0%	52.1%[activator]	6.3%	u
COc1cc(C2c3c(oc4ccc(C)cc4c3=O)C(=O)N2Cc2ccc(F)cc2)ccc1O (stereo unspecified)	x	-3.0%	u	8.7%	-12.1%	x	x	x
O=C1CCc2cc(S(=O)(=O)N3CCN(c4cccc(C(F)(F)F)c4)CC3)ccc2N1	3.2%	-2.1%	-9.4%	-2.3%	1.1%	-1.9%	-3.7%	-7.6%
CCc1ccc(N2C(=O)CC(c3ccc(F)cc3)C3=C2COC3=O)cc1 (stereo unspecified)	-1.7%	0.7%	3.1%	-2.9%	-1.2%	8.6%	-2.0%	-8.6%

(listing goes on)
SMILES	KDM4E inh	Tau ThT inhib	Tau FP inhib	TRb-SRC2 inh	TR SRC2 fluor cs	L3MBTL1 block	GoLoco inh red	RECQ1 inh
CN(CCc1ccccn1)C(=O)Nc1cc(Cl)cc(Cl)c1	-3.2%	-6.1%	2.5%	-1.0%	-6.8%	3.7%	9.5%	-4.9%
CCCC/C=C/C(NC(=O)OCc1ccccc1Cl)c1ccccc1 (stereo unspecified)	3.9%	1.2%	4.1%	4.4%	1.9%	x	-1.8%	-1.8%
O=C1c2ccccc2C(=O)N1CC1=NCCc2ccccc21	u	-8.0%	-2.8%	-3.2%	0.0%	-0.7%	-1.9%	-4.3%
COc1cc(NC(=O)c2nnn(Cc3ccc(F)cc3)c2N)cc(OC)c1	x	7.1%	-12.4%	3.3%	-8.0%	x	x	x
COc1ccccc1NC(=O)C1=C(C)Nc2ncnn2C1c1cccn1C (stereo unspecified)	x	9.0%	-6.7%	-4.4%	0.6%	x	x	x
Cc1ccccc1C(=O)Nn1cnc2ccccc2c1=O	9.5%	3.9%	-1.8%	-1.6%	0.0%	4.5%	8.4%	i
CCN(CC)CCCN(C(=O)c1ccco1)c1nc(-c2ccc(C)cc2)cs1	1.7%	-17.1%	-13.3%	-2.3%	-0.7%	-4.5%	9.6%	0.8%
Cc1ccc(N(CC(=O)NCc2ccco2)C(=O)CCC(=O)Nc2ccccn2)cc1C	2.3%	-9.3%	-6.7%	1.6%	2.4%	-1.6%	-7.3%	i
Cc1cn(C)c(CC(=O)N2CCN(c3ccc(F)cc3)CC2)c1C(=O)O	x	-3.7%	-7.3%	-7.3%	4.3%	x	x	x
Cc1occc1C(=O)N1CCCC(CCC(=O)NCc2ccc(F)c(F)c2)C1 (stereo unspecified)	3.0%	-6.6%	-4.5%	-5.4%	2.6%	2.9%	2.2%	-6.5%
CCN(CC)S(=O)(=O)c1ccc(/C=C/C(=O)Nc2ccc(F)c(F)c2F)cc1	7.1%	0.6%	-1.5%	9.5%	4.3%	-5.8%	0.0%	-1.2%
COc1cccc(CNC(=O)Cn2cccc2C(=O)c2ccccc2)c1	x	4.6%	-2.1%	3.8%	0.1%	x	x	x
COc1ccc(-c2cc3ccc(OCc4nn[nH]n4)cc3oc2=O)cc1OC	u	u	-0.3%	-0.8%	-1.2%	5.5%	-0.8%	13.4%
COc1ccc(C(=O)COC(=O)/C=C/c2ccc(S(=O)(=O)Nc3cccc(S(N)(=O)=O)c3)cc2)cc1	-8.0%	10.7%	u	1.4%	0.9%	-11.0%	23.8%	-15.5%
CCCCCN1C(C)=CC(=C(C#N)C#N)C=C1C	u	2.9%	2.7%	0.9%	-1.3%	x	2.9%	-2.5%
CC(/C=N/NC(=O)Cn1cnc2c1c(=O)n(C)c(=O)n2C)=C\c1ccco1	-22.5%	u	3.6%	-0.7%	-0.1%	6.7%	-6.1%	-9.1%
COC(=O)c1cn(NC(=O)C2CCCO2)c(=O)c2ccccc12 (stereo unspecified)	-1.6%	0.2%	6.8%	7.6%	-0.1%	-0.3%[11.4 µM]	-5.0%	3.4%

Assay outcomes deposited in PubChem BioAssay by National Center for Advancing Translational Sciences (NCATS).

This is a subset; the hit share may differ from the screen's.
